OX1R antag-1 = OX1R (human) antagonism | inhibition, % at 6.6 µM | OX1R-expressing cells, FRET antagonist read-out | O43613 | AID 485270 | 1.8% of 330,000 active; in the data active = inhibition mostly above about 38%, no sharp cut-off; inactive = mostly below about 40%;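 also: 0% = agonist challenge alone and 100% = reference antagonist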
Target sequence (O43613 whole entry, looked up): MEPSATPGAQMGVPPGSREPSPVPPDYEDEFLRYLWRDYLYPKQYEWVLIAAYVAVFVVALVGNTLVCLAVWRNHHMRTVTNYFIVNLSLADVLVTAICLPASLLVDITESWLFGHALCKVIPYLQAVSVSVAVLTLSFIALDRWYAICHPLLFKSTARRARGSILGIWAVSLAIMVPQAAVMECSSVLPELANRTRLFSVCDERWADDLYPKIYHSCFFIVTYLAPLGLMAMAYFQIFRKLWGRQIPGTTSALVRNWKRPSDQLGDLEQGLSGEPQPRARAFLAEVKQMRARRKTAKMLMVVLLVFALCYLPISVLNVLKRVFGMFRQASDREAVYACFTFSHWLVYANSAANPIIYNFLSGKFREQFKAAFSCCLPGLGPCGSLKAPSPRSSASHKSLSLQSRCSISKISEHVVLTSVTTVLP
STK33 inh = blocks human STK33 kinase activity; Q9BYT3; purified STK33, MBP phosphorylation, ADP-Glo luminescence; inhibition, % at 10 µM; 0.073% of 320,000 active; AID 2661;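 active = inhibition at or above 25%, using the most active replicate where run in duplicate; inactive = inhibition below 25%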
Target sequence (Q9BYT3 whole entry, looked up): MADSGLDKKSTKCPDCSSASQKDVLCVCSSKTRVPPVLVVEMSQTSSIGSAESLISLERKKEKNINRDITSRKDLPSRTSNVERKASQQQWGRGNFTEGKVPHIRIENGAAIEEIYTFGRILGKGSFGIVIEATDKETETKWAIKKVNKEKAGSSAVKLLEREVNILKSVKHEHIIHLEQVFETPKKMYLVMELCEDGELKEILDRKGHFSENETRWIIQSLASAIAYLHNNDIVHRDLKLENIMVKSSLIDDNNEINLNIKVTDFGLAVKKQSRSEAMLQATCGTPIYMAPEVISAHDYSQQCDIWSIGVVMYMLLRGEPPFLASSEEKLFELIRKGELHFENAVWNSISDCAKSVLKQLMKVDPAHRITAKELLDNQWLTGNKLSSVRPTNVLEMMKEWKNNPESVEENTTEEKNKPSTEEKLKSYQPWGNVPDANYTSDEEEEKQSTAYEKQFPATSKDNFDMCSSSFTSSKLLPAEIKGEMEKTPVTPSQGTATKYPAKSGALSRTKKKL
OX1R antag-2 = blocks the human orexin 1 receptor; CHO/OX1R cells, Fluo-8 calcium fluorescence, orexin A; inhibition, % at 5 µM; 0.43% of 330,000 active; AID 434989;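 active = inhibition above its plate's threshold, mean inhibition of all tested compounds on the plate plus 3 SD, cut at about 37% in these data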;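 also: 0% = orexin A challenge wells and 100% = SB-334867-A antagonist wells; not every result past the cut was called active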
* = called active by the depositor; nt = not tested or not shown.

Results follow in this order: OX1R antag-1, STK33 inh, OX1R antag-2
CN(C)c1ccc(P(=O)(OC2CCCCC2)C(O)c2ccncc2)cc1 (configuration not stated)
  11, -0.6, -12
COC(=O)/C(C#N)=C/c1c(Oc2cccc(C)c2C)nc2ccccn2c1=O
  10, -1.3, 8
COC(=O)c1cc2sccc2n1Cc1ccc(C)cc1
  0, -0.3, 2
CC1(C)CC(=O)C(C=NCCN2CCOCC2)=C(O)C1
  7, -1.3, 27
C[C@H](CO)NC(=O)[C@H](C)[C@H]1C[C@]1(C)[C@H](NC(=O)OCc1ccccc1)c1ccccc1
  9, -1.6, -40
COCCCn1c(-c2ccccc2)nc2ccccc2c1=O
  24, 0.8, -21
O=C(C1CCCCC1)N1CCc2[nH]c3ccc(F)cc3c2C1
  2, -0.8, -8
CC(=O)Nc1ccc(NC(=O)C(C)OC(=O)CSCc2cccc(Cl)c2)cc1 (configuration not stated)
  18, -0.6, -26
O=C(Nc1ccc(F)cc1)c1nc(S(=O)(=O)Cc2ccccc2)ncc1Cl
  34, -0.9, 30
COC(=O)c1c(NC(=O)CSc2ncnc3[nH]ncc23)sc2c1CCC2
  17, -2.1, -6
Cc1cc(C(=O)OCC(=O)N2CCOCC2)ccc1[N+](=O)[O-]
  71, -1.2, -10
O=S(=O)(N/N=C\C=C\c1ccccc1)c1ccc(Br)cc1
  7, -0.4, -8
O=C(Nc1nnc(-c2ccco2)o1)c1ccc2ccccc2c1
  30, -0.3, 3
CC(=O)N1CCSc2ccc(S(=O)(=O)NCCc3ccc(Cl)cc3)cc21
  4, -1.8, -10
Cc1ccc(S(=O)(=O)NCc2ccc(C(=O)N3CCN(c4ccc([N+](=O)[O-])cc4)CC3)cc2)cc1
  0, -0.4, -12
CC1CCN(c2ccc(C(=O)N3CCOCC3)cc2[N+](=O)[O-])CC1
  13, -0.5, -1
CC(=O)c1ccccc1NC(=O)COC(=O)/C=C/c1ccc(OC(F)F)cc1
  4, 0.2, -14
CCCCCCc1c(C)c2ccc(OCC(=O)N3CCC[C@H]3C(=O)O)c(C)c2oc1=O
  4, 5.8, -3
CC(C)C1N=C2c3ccccc3N=C(SCC#N)N2C1=O (configuration not stated)
  16, 0.4, -25
Cc1nnc(SCC2=C(C(=O)O)N3C(=O)C(NC(=O)Cn4cnnn4)C3SC2)s1 (configuration not stated)
  14, -0.5, -1
COc1ccc(OCc2cc(C(=O)NC(C)Cc3cnccn3)no2)c(Cl)c1 (configuration not stated)
  -7, -1.6, -25
CC(C)n1c(CN(C)c2ccccc2)nc2ccccc21
  19, -1.5, -18
COc1ccccc1C(C)NC(=O)c1ccc(NC(=O)CC2SC(N3CCCC3)=NC2=O)cc1 (configuration not stated)
  4, nt, -11
COc1ccc(C2=NNC(c3cccnc3)=Nc3ccc(OC)cc32)cc1
  3, -1.4, -24
COCc1cc(C)nc2sc(C(=O)Nc3nccs3)c(N)c12
  7, -0.4, -22
COc1ccccc1N1CCN(C(=O)c2sc3nc(-c4ccccc4)cn3c2C)CC1
  7, -0.3, -11
Nn1c(C2CCCCC2)nc2ccccc2c1=O
  11, 0.1, -16
CCNS(=O)(=O)c1ccc2nc(NC(=O)/C=C/c3cc(OC)c(OC)c(OC)c3)sc2c1
  30, -0.3, -7
O=C(CCc1ccccc1)Nc1nc2nc(-c3ccccc3)cc(=O)n2[nH]1
  20, 0.3, 2
CCCc1cc(=O)[nH]c(SCC(=O)N(CC)c2c(N)n(Cc3ccccc3)c(=O)[nH]c2=O)n1
  22, 0.2, -7
CC(=O)OC(C(=O)N1CCOCC1)c1c(F)cccc1F (configuration not stated)
  7, -2.8, -8
Cc1ccc(C(=O)NNC(=O)C(C)Sc2nc(N)cc(N)n2)cc1 (configuration not stated)
  9, -0.6, -8
CC1CCCCN1CC(=O)NC(c1ccccc1)c1ccccc1 (configuration not stated)
  10, 0.2, -23
O=C1c2ccccc2C(=O)N1CC1c2ccccc2CCN1C(=O)N1CCOCC1 (configuration not stated)
  10, -1.0, -14
CN1CCN(S(=O)(=O)c2cccc(C(=O)Nc3sccc3C(N)=O)c2)CC1
  2, 4.4, 0
O=C(NCCN1C(=O)C2C3C=CC(C3)C2C1=O)Nc1ccccc1 (configuration not stated)
  6, -0.8, -13
CC(C)CNC(=O)COC(=O)/C=C/c1ccco1
  15, 1.1, -1
COc1ccc(-c2csc(NC3CCCCC3)n2)c(OC)c1
  16, -0.4, -18
CCN(CC)CCCNC(=O)C(C)n1c2ccccc2c2nc(=O)cc(C)n21 (configuration not stated)
  25, -0.8, -5
CC1=NN(C(N)=S)C(=O)C1N=Nc1ccccc1C(=O)O (configuration not stated)
  21, -4.5, -8
CC[C@@H](C)[C@@H]1CN([C@@H](CN2CCC[C@H]2CN2C(N)=NC[C@@H]2Cc2ccccc2)C(C)C)C(=N)N1CCCC1CCCC1
  5, 2.5, -24
c1ccc(-c2ccc(CN3CCN(c4ncccn4)CC3)cc2)cc1
  17, -0.8, -32
Cc1ccc(CNC(=S)Nc2cc(C(=O)O)ccc2C)cc1
  3, -1.6, -21
CSc1nnc(C)c(=O)n1COC(=O)c1ccc(S(=O)(=O)N2CCCC2)cc1
  22, -1.3, -19
CC(C)CC(=O)NC(=S)NNC(=O)c1ccc([N+](=O)[O-])cc1
  31, 0.2, 7
CCn1c(O)c(N=Nc2ccc(Cl)c(C(=O)O)c2)c2ccccc21
  12, 0.8, -9
COc1ccc(NC(=O)CN(C)C(=O)Cc2ccc(S(=O)(=O)N3CCOCC3)s2)cc1
  10, -0.2, -18
NNC(=O)c1ccc(N2CCCCCC2)c([N+](=O)[O-])c1
  32, -0.2, -15
Cc1ccc(Nc2nc(NCc3ccco3)c3ccccc3n2)cc1
  33, 0.0, 47*
CCOC(=O)C1CCN(C(=O)CN2C(=O)COc3ccc(C(C)(C)C)cc32)CC1
  6, -0.5, -20

3 entries out of the list above, sorted by the value under STK33 inh, descending.
SMILES | STK33 inh
CC(C)C1N=C2c3ccccc3N=C(SCC#N)N2C1=O (configuration not stated) | 0.4
COc1ccccc1N1CCN(C(=O)c2sc3nc(-c4ccccc4)cn3c2C)CC1 | -0.3
COC(=O)/C(C#N)=C/c1c(Oc2cccc(C)c2C)nc2ccccn2c1=O | -1.3

Limited to OX1R antag-2, for some of the entries so far:
compound,OX1R antag-2
O=C1c2ccccc2C(=O)N1CC1c2ccccc2CCN1C(=O)N1CCOCC1 (configuration not stated),-14
C[C@H](CO)NC(=O)[C@H](C)[C@H]1C[C@]1(C)[C@H](NC(=O)OCc1ccccc1)c1ccccc1,-40

More structures follow:
Results follow in this order: OX1R antag-1, STK33 inh, OX1R antag-2
CCCCn1cnc2cc(NCc3ccncc3)ccc21
  1, -1.5, -15
CCOC(=O)NC(=O)C(/C=N/c1sccc1C(=O)OC)=C(\C)O
  6, 0.8, -6
Cc1cc(C)c2nc(C(F)(F)F)nc(NCCCN3CCCC3=O)c2c1
  22, 3.2, -32
O=C(N/N=C/c1ccc(N2CCOCC2)o1)c1cccc(C(F)(F)F)c1
  14, -0.7, -11
COc1cccc(-c2nnc(SC(C(=O)c3c[nH]c4ccccc34)c3ccccc3)n2C)c1 (configuration not stated)
  24, -0.5, -11
COc1ccccc1N1CCN(C(=O)C2CCN(C(=O)c3ccccc3C)CC2)CC1
  2, -2.6, -1
CC(=O)c1ccc(N2CCN(C(=O)COc3ccccc3F)CC2)c(F)c1
  18, -1.4, -4
COc1cccc(N2[C@@H](CC(C)=O)c3ccc(/C=C/C(C)=O)cc3S2(=O)=O)c1
  32, -0.7, -16
COc1ccc(CN2CCN(C(=O)c3cc(C4CC4)nn3-c3ccccc3)CC2)cc1F
  8, -0.2, -15
Cc1cc(C(=O)COC(=O)c2ccc3c(c2)OCO3)c(C)n1CC1CCCO1 (configuration not stated)
  17, 0.2, -23
O=C1N=C(N2CCOCC2)S/C1=C\c1ccc(-c2ccccc2Cl)o1
  11, nt, -3
CN(C)S(=O)(=O)c1cccc(C(=O)Nc2cc(Cl)cc(Cl)c2)c1
  12, -1.8, -4
Cc1ccc(-c2nnc3sc(C4COc5ccccc5O4)nn23)cc1 (configuration not stated)
  2, 0.7, -26
Fc1ccc2nc(Nc3nc4cc5c(cc4s3)OCCO5)sc2c1
  44, 0.8, 2
CC1CCC(=O)N(CCSc2ccccc2)CC1 (configuration not stated)
  20, -2.5, -23
CC(=O)c1ccc(COC(=O)c2cc3ccccc3oc2=O)cc1
  23, -1.4, -19
COC(=O)c1c(C)[nH]c(C(=O)OCC(=O)N2c3ccccc3NC(=O)C2(C)C)c1C
  28, -0.8, -21
O=C(N=C1SC2CS(=O)(=O)CC2N1c1cccc(Cl)c1Cl)C1CCCO1 (configuration not stated)
  21, -0.7, -4
COc1ccc(NC(=O)C2=C(C)NC(=O)NC2c2cccc(OC)c2OC)c(OC)c1 (configuration not stated)
  0, -1.1, -15
COc1cc(S(=O)(=O)N2CC(=O)Nc3ccccc32)ccc1NC(C)=O
  33, 0.9, 1

Going on with the list.
compound	OX1R antag-1	STK33 inh	OX1R antag-2
Cc1cc(C)c(S(=O)(=O)N2CCCC(C(=O)NCCC3=CCCCC3)C2)c(C)c1 (configuration not stated)	20	-1.5	-38
Cc1ccc(S(=O)(=O)Nn2c(O)c(C=C3N=c4ccccc4=N3)sc2=S)cc1	6	-1.0	-18
CCS(=O)(=O)NCCCc1ccccc1	12	-1.0	-16
CN1C(=O)N(CC(=O)N2CCN(S(=O)(=O)/C=C/c3ccccc3)CC2)C(=O)C12CCCCC2	5	0.5	-16
COc1ccccc1C1CC(c2cccc(NS(C)(=O)=O)c2)=NN1S(=O)(=O)c1ccccc1 (configuration not stated)	8	-0.1	-14
Cc1cc(/C=C2/C(=O)N(C)C(=S)N2C)ccc1N1CCCC1	6	-0.7	65*
Nc1nc(NCc2ccc(Cl)cc2)nc(NCCO)c1[N+](=O)[O-]	20	-2.4	-30
COC(=O)c1ccc(CSc2nc(N)cc(N)n2)cc1	0	-0.3	-26
CCn1c(N)c(Br)c(=O)[nH]c1=O	15	-1.2	-15
O=C(C1CC1)N1N=C(c2ccccc2)CC1(O)C(F)(F)F (configuration not stated)	15	0.0	-5
Cc1cccc(-n2nc3c(c2NC(=O)C2CC2)CS(=O)(=O)C3)c1C	-4	-0.5	13
O=c1oc2ccccc2c2[nH]ccc12	23	2.2	-5
O=C(/C=C/c1ccc(O)c(O)c1)OC1C(O)CC(OC(=O)/C=C/c2ccc(O)c(O)c2)(C(=O)O)CC1O (configuration not stated)	22	0.3	-7
CCCC(=O)Nc1cc(C)cn(Cc2c(F)cccc2Cl)c1=O	23	-1.1	-23
COc1ccc(CN2CCN(C(=O)c3ccco3)CC2)cc1OC	41	2.9	-28
Cc1ccc(C)n1NC(=O)c1ccccc1O	2	-1.9	-10
Cc1ccc(-n2c(-c3ccncc3)nnc2-c2cccs2)cc1	0	-1.5	-16
C=C(C)CSc1nc(C)c(Cc2ccccc2)c(=O)[nH]1	43	-0.5	-21
Cc1cc(NS(=O)(=O)c2ccc(NC(=O)CSc3nnc(-c4ccco4)n3Cc3ccco3)cc2)nc(C)n1	18	0.2	-2
O=[N+]([O-])c1cccc(S(=O)(=O)c2cccc([N+](=O)[O-])c2)c1	26	-2.3	-10
CC(=O)Nc1ccccc1OC(C)C(=O)NC(C)c1ccc(F)cc1 (configuration not stated)	12	1.3	-58
O=C(CC1C(=O)NCCN1C1CCCC1)NCc1cccc(OC(F)(F)F)c1 (configuration not stated)	30	-0.8	-16
CCOC(=O)Cc1nnc(NC(=O)CSc2nncn2C)s1	7	-1.4	-14
Cn1c(NC(=O)C[n+]2cc(-c3ccccc3)n3c2CCC3)cc(=O)n(C)c1=O	-1	0.3	5

The closing 7 entries of the part above are carried over, then new ones follow:
compound	OX1R antag-1	STK33 inh	OX1R antag-2
C=C(C)CSc1nc(C)c(Cc2ccccc2)c(=O)[nH]1	43	-0.5	-21
Cc1cc(NS(=O)(=O)c2ccc(NC(=O)CSc3nnc(-c4ccco4)n3Cc3ccco3)cc2)nc(C)n1	18	0.2	-2
O=[N+]([O-])c1cccc(S(=O)(=O)c2cccc([N+](=O)[O-])c2)c1	26	-2.3	-10
CC(=O)Nc1ccccc1OC(C)C(=O)NC(C)c1ccc(F)cc1 (configuration not stated)	12	1.3	-58
O=C(CC1C(=O)NCCN1C1CCCC1)NCc1cccc(OC(F)(F)F)c1 (configuration not stated)	30	-0.8	-16
CCOC(=O)Cc1nnc(NC(=O)CSc2nncn2C)s1	7	-1.4	-14
Cn1c(NC(=O)C[n+]2cc(-c3ccccc3)n3c2CCC3)cc(=O)n(C)c1=O	-1	0.3	5
COc1cc(CNCc2ccncc2)cc(OC)c1OC	10	-1.4	3
Cn1nccc1C(=O)OCC(=O)Nc1nc(-c2ccccc2)cs1	10	-1.4	-20
Cc1ccccc1-c1ccc(/C=C2/SC(N3CCOCC3)=NC2=O)o1	5	0.6	-21
COc1cc(NC(=O)c2ccccc2F)ccc1NC(=O)c1ccccc1Cl	23	0.8	-23
COc1cc2sc3ccc(C#Cc4ccccn4)cc3c(=O)c2cc1OC	41	-1.7	-12
CCCn1c(=O)c(C(=O)Nc2c(C)n(C)n(-c3ccccc3)c2=O)c(O)c2ccccc21	23	-0.5	-16
O=C(c1ccncc1)N1CCN(C2CCCCC2)CC1	12	-0.2	0
O=C(Nc1ccc2oc(=O)ccc2c1)c1cccnc1Cl	34	0.0	-7

Source: PubChem BioAssay (several laboratories)
